# Insulin prom inh: TRM-6 insulin promoter activity inhibition. 130,000 tested, 0.9% active. inhibition, % at 2 µM. TRM-6 cells (human fetal islet line), insulin promoter-eGFP reporter, imaging; reporter expression induced with tamoxifen. AID 1273;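 active = inhibition above the mean plus 3 SD, with well images judged a real hit on visual review, cut at about 60% in these data, passing the limit was not always enough; inconclusive = inhibition over the cutoff but images rejected on review; inactive = inhibition not above the cutoff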
# sdo1 growth: sdo1-depleted yeast growth rescue. z-score at 10 µM. AID 817. 140,000 tested, 0.21% active. S. cerevisiae sdo1-depleted JHY4D growth rescue, OD600 30 h; stronger effect = higher value; pdr5 snq2 efflux-pump mutant strain;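 active = z-score above 3 at both the 24 hr and the 30 hr optical density reads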;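 also: z-score against mean and SD of all compound wells on the same plate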
# sdo1 growth Rescue 24 h: second read-out of sdo1 growth, no call of its own (marks repeat the call); z-score; S. cerevisiae sdo1-depleted JHY4D growth rescue, OD600; measured here: growth rescue at 24 h;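 0 is the plate mean of compound wells and units are plate SD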
# Numbers without * were called inactive; ? = inconclusive; . = not tested or not shown; [ ] = remark or other dose. Some of the compounds tested; the hit share may differ from the screen's.
SMILES,Insulin prom inh,sdo1 growth,sdo1 growth Rescue 24 h
COc1ccc(-n2nnc3c(=O)n(CC(=O)Nc4cc(C)on4)cnc32)cc1,-16,.,.
CCOC(=O)c1ccc(CS(=O)c2ccc(Cl)cc2)o1 (stereo not given),0,0.39[10.6 µM],0.45
O=C(CCS(=O)(=O)c1ccc(Br)s1)N1CCc2ccccc21,50,-0.64,-0.83
Cc1ccc(N(C(C)C(=O)Nc2ccc3c(c2)OCO3)S(C)(=O)=O)cc1 (stereo not given),-32,-1.1,-0.83
CCc1cc2cccc(C)c2nc1SCC(=O)NNC(=O)c1ccco1,25,-1.3,-0.4
CCOC(=O)C1(Nc2nccs2)Sc2ccccc2NC1=O (stereo not given),.,1.9,3
CC(=O)N1CCc2cc(S(=O)(=O)NC(CC(C)C)C(=O)Nc3cc(C)ccn3)ccc21 (stereo not given),.,1.5,1.4
CCn1c(SCC(=O)N/N=C/c2ccccc2OCC(=O)O)nnc1-c1ccc(OC)cc1,-32,.,.
O=C1Nc2cc(Cl)c(Cl)cc2N(O)N1c1ccc(Cl)c(Cl)c1,20,0.81,0.6
COC(=O)C(C)Sc1ncnc2c1c(-c1ccccc1)cn2-c1ccc(OC)cc1 (stereo not given),.,0.23,-0.2
CCOC(=O)c1cc(NC(=O)c2cccnc2)ccc1N1CCOCC1,-20,.,.
CCOC(=O)c1c(-c2ccc(OC)cc2)csc1NC(=O)COc1ccc2c(C)cc(=O)oc2c1,.,-0.89,-0.06
Cc1cc(C)cc(-n2c(=O)c3sccc3n(CC(=O)NCc3ccco3)c2=O)c1,.,2.2,2.7
COCCCNC(=S)NC(=O)c1ccc(C)cc1,47,-0.19,-0.86
O=C(Nc1ccc2oc(-c3ccccc3)nc2c1)c1ccc2c(c1)OCCO2,.,-0.67,0.88

# Profiles, looked up by structure. Order of values: Insulin prom inh	sdo1 growth	sdo1 growth Rescue 24 h
# CC(=O)N1CCc2cc(S(=O)(=O)NC(CC(C)C)C(=O)Nc3cc(C)ccn3)ccc21 (stereo not given) reads .	1.5	1.4
# CCOC(=O)C1(Nc2nccs2)Sc2ccccc2NC1=O (stereo not given) reads .	1.9	3

# (continued)
SMILES,Insulin prom inh,sdo1 growth,sdo1 growth Rescue 24 h
Cc1ccc2[nH]c(=O)c(CN(CC3CCCO3)C(=O)c3ccncc3)cc2c1 (stereo not given),-357,0.48,-0.03
CCC(C)NC(=O)c1cnn2c1NC(c1ccc3c(c1)OCO3)CC2C(F)(F)F (stereo not given),.,0.03,0.05
OC(CNCC1COc2ccccc2O1)COCc1cccs1 (stereo not given),?,-0.62,-1.2
Cc1ccc(S(=O)(=O)N2CCCCC2)cc1NC(=O)COC(=O)Cc1ccc(Cl)cc1,-3,-0.52,-0.15
Cc1ccc(/C=N/NC(=O)C2CCN(Cc3ccc(F)cc3Cl)CC2)o1,.,0.42,0.68
COc1ccc(N2C(=O)CC(SCC(=O)O)C2=O)cc1 (stereo not given),-438,0.94,0.24
CCNc1nc(NCC)nc(Nn2cnnc2)n1,-8,0.8,0.24
CCCNC(=S)N1CCN(CC)CC1,.,0.31,-0.53
COc1ccc(CN(Cc2cccnc2)C(=S)NCCc2ccccc2)cc1OC,9,-0.34,-0.28
O=C(CSc1nc(-c2ccccc2F)nc2nc[nH]c12)Nc1c(Cl)cc(Cl)cc1Cl,.,-0.66,0.26
CN(C)c1ccc(/C=N/N=C/c2ccccc2O)cc1,-3,0.61,0.5
Cc1ccc(N2C(=O)c3ccccc3C2Nc2cccnc2)nc1 (stereo not given),.,-0.86,-0.61
CN1CCN(NC(=O)c2ccc(Cl)cc2Cl)CC1,37,0.28,-0.21
CCOC(=O)c1[nH]c2ccc(OC)cc2c1NC(=O)c1nonc1C,.,-0.26,-0.29
COc1ccc(NC(=O)Nc2ncn(Cc3cccc(C(F)(F)F)c3)n2)cc1OC,-12,-0.89,-1.1
CC(CC(=O)NCC1CCCO1)c1ccccc1 (stereo not given),.,0.22,-0.73
C=CCSC1=N/C(=C\c2ccc(C)o2)C(=O)S1,52,-0.05,0.58
COc1cc(Sc2ccc(C)cc2)c(OC)cc1N,23,-0.48,-0.51
CCOc1ccc(N2CC(C(=O)NCc3ccc(F)cc3)CC2=O)cc1 (stereo not given),.,0.24,-0.56
C=CCNC(=S)N/N=C(\C)c1cccc(OC)c1,25,-0.71,-0.47
CCC(=O)c1ccc(OC(=O)c2cccs2)cc1,-35,0.02,-0.43
CCN(CC)CCOc1ccc2nc(N(C)C)sc2c1,-7,0.75,0.28
Cc1cc2ccccc2c(=O)n1CC(=O)NCC1COc2ccccc2O1 (stereo not given),.,0.18,-0.48
COc1ccc(-c2nc(=S)c3c([nH]2)Oc2ccc(C)cc2C3)cc1O,-4,1,1.6
Cc1ccc(S(=O)(=O)N2CCN(c3ccc(C(=O)N4CCOCC4)cc3[N+](=O)[O-])CC2)cc1,-64,-0.35,-0.75
COc1ccc(N2C(=O)CC2(C#N)c2ccc(OCc3ccccc3)cc2)cc1 (stereo not given),30,-1.1,-0.83
COc1ccc(C(=O)NC2CCN(C(=S)Nc3cccc(C)c3C)CC2)cc1,16,1.1,3.1
Cc1cc(O)cc(O)c1C(=O)Cc1cnn(-c2ccccc2)c1,23,-0.68,-0.89
C=CCn1c(CCNC(=O)c2ccc(Cl)c(Cl)c2)nnc1SCCOc1ccc(OC)cc1,-61,-1.3,-1.2
Cn1c(CC(=O)Nc2ccccc2)n[nH]c1=S,-167,.,.

# Sorted by length of the SMILES (low to high): part of the list above
SMILES,Insulin prom inh,sdo1 growth,sdo1 growth Rescue 24 h
Cc1cc(O)cc(O)c1C(=O)Cc1cnn(-c2ccccc2)c1,23,-0.68,-0.89
CCOc1ccc(N2CC(C(=O)NCc3ccc(F)cc3)CC2=O)cc1 (stereo not given),.,0.24,-0.56
COc1ccc(-c2nc(=S)c3c([nH]2)Oc2ccc(C)cc2C3)cc1O,-4,1,1.6

# Four entries from above in another layout.
SMILES | Insulin prom inh | sdo1 growth | sdo1 growth Rescue 24 h
CC(CC(=O)NCC1CCCO1)c1ccccc1 (stereo not given) | . | 0.22 | -0.73
C=CCn1c(CCNC(=O)c2ccc(Cl)c(Cl)c2)nnc1SCCOc1ccc(OC)cc1 | -61 | -1.3 | -1.2
C=CCSC1=N/C(=C\c2ccc(C)o2)C(=O)S1 | 52 | -0.05 | 0.58
Cn1c(CC(=O)Nc2ccccc2)n[nH]c1=S | -167 | . | .

# Carrying on.
SMILES,Insulin prom inh,sdo1 growth,sdo1 growth Rescue 24 h
CCC(=O)Nc1cc(=O)[nH]c2ncnn12,-23,-0.39,-0.97
COc1ccc(-c2nnn(CC(=O)N(Cc3ccccc3Cl)C(C(=O)NCC3CCCO3)c3ccco3)n2)cc1 (stereo not given),-16,-0.25,0.03
Cc1nn(Cc2c(Cl)cccc2Cl)c(Cl)c1/C=C/C(=O)OCC(=O)NCC(F)(F)F,54,-0.76,0.13
Cc1nc2cc3nc(C)sc3cc2s1,.,-0.1,-0.47
CCOc1ccc2nc(NS(=O)(=O)c3ccc4c(c3)n(C)c(=O)n4C)sc2c1,6,0.07,-0.19
CCOC(=O)c1cc2c3ccccc3n(CC)c2nc1N,.,0.94,2.6
Cc1cc(C)c2c(CC(=O)O)coc2c1,50,-1.4,-1.1
COC(CNC(=O)c1ccc2c(c1)nc(C)n2-c1ccc(F)c(F)c1)OC,0,0.58,0.93
CCOC(=O)c1cc(C(=O)c2cccs2)n2ccc(C(C)=O)cc12,29,-2.5,-1.7
O=C(Cn1nc(-c2ccc(Cl)cc2)ccc1=O)NCCN1CCOCC1,.,0.32,0.14
CSc1ccc(C(C(C(=O)c2cccs2)N2CCOCC2)N2CCOCC2)cc1 (stereo not given),.,-0.72,-0.09
CC(C)N(C)C(=O)C(=O)c1cccn1-c1cccc(Cl)c1C#N,-127,.,.
O=C(NCc1ccco1)C1CC(=O)N(CCc2ccccc2)C1 (stereo not given),-29,-0.26,-0.88
O=C(CSc1nnc2c(Cl)cc(Cl)cn12)N1CCN(c2ccc(F)cc2)CC1,19,-0.19,-0.16
CN(CC(=O)NCCN1CCN(c2ccccc2)CC1)S(=O)(=O)c1ccc2c(c1)CCC(=O)N2,.,0.46,0.5
COc1ccc(N(C(=O)c2cc3ccccc3oc2=O)C2C=CS(=O)(=O)C2)cc1 (stereo not given),26,.,.
N#Cc1ccc(NC(=O)COC(=O)CNC(=O)C2CCCCC2)cc1,57,0.26,0.25
Cc1ccc(S(=O)(=O)N2CCN(S(=O)(=O)c3ccccc3)C2c2ccc(N(C)C)cc2)cc1 (stereo not given),4,0.03,0.49
C=CCn1c(CCNC(=O)c2cccs2)nnc1SCC(=O)c1ccc(Br)cc1,7,-0.51,-0.6
CCn1c(SCC(=O)NCc2cccs2)nnc1-c1ccncc1,-12,0.07,-0.58
CC(C)Cn1c(-c2ccccc2)nc2ccccc2c1=O,17,-0.42,-0.86
Cc1ccc(C)c2[nH]c(=O)c(CCNC(=O)C(C)(C)C)cc12,.,0.05,-0.33
COC(=O)Cn1cccc1C(=O)c1ccccc1,-13,-0.71,-0.35
CCOC(=O)CSc1nc(N2CCOCC2)c2c(c1C#N)CC(C)(C)N(C)C2,.,0.07,-0.04
Nn1cnnc1N/N=C/c1ccc(Cl)c([N+](=O)[O-])c1,44,.,.
Cc1nn(Cc2ccccc2)c(C)c1C(=O)OCC(=O)c1cc(C)n(C2CC2)c1C,3,-1.2,-0.14
COCCNC(=O)/C(C#N)=C/c1ccc(N2CCOCC2)o1,17,-0.07,-0.58
O=C(NCCCN1CCOCC1)c1ccc(CS(=O)(=O)c2cccc(C(F)(F)F)c2)o1,.,1.1,1.2
O=C(CCCCCNc1nc(=S)[nH]c2ccccc12)NCCc1c[nH]c2ccccc12,23,0.82,1.3
Cc1c(C(=O)NCc2ccccc2Cl)oc2c1C(=O)CCC2,.,-0.6,-0.44
COc1ccc2c(c1)C1NC(=S)NC(C)(O2)C1C(=O)Nc1ccccc1C (stereo not given),0,-0.07,-0.48
O=C(CCSCc1ccccc1Cl)N1CCN(c2cccc(Cl)c2)CC1,28,-1.8,-0.55
O=C1/C(=C\c2cccs2)SC(=S)N1C1CCS(=O)(=O)C1 (stereo not given),26,.,.
Cn1c(=O)c2c(nc(NCc3ccco3)n2Cc2ccc(Cl)cc2Cl)n(C)c1=O,-82,-0.4,0.68
COc1ccc(C2OC34CCCCC3C(C#N)(C#N)C2(C#N)C(=N)O4)cc1 (stereo not given),-32,0.26,-0.06
O=C(O)COc1ccccc1/C=N/NC(=O)/C(=C\c1ccc2c(c1)OCO2)NC(=O)c1ccccc1,50,.,.
CCOc1ccccc1C(=O)Nc1nnc(CC)s1,?,-0.24,0.36
NC(=O)[C@@H]1CCCNc2c(I)cc([N+](=O)[O-])cc2C(=O)N[C@@H](CCCN=C(N)N)C(=O)N[C@@H](CCCN=C(N)N)C(=O)N1,14,0.86,0.37
Nc1cc(N)c(OCC(F)(F)F)cc1OCC(F)(F)F,-19,0.78,0.37
CC(c1n[nH]c(=S)n1Cc1ccccc1)N(C)C (stereo not given),-15,.,.
COc1cc(-c2cc(C(=O)N3CCN(c4ccccn4)CC3)c3ccccc3n2)cc(OC)c1OC,.,0.04[4.4 µM],0.19
O=C(NC1CCCc2ccccc21)c1cccc(S(=O)(=O)N2CCOCC2)c1 (stereo not given),-47,.,.
CCOC(=O)c1cnc(SC)nc1N,-11,-0.06,-0.36
C=Cn1cc[n+](CC(=O)C(C)(C)C)c1,-12,0.55,-0.27
CCOC(=O)c1cc2sccc2n1CC(=O)N1CCCC1,.,-0.39,-1.1
CCOC(=O)c1cc(OC(=O)c2ccccc2Br)n(-c2ccccc2)n1,.,1.5,1.5
COc1cc(NC(=S)NCCc2c[nH]c3ccccc23)c(OC)cc1Cl,.,-1.8,-1.3
CCOc1ccccc1N1CCN(Cc2cccc(OC)c2OC)CC1,.,-0.6,-1.5
CCCC(C(=O)O)N1C(=O)/C(=C/c2cccn2C)SC1=S (stereo not given),.,0.48,0.01
COc1ccccc1N1CCN(CC(O)COc2c(OC)cccc2OC)CC1 (stereo not given),.,-0.29,-0.56
COc1ccc(CCN2C(=O)NC(NC(C)=O)(C(F)(F)F)C2=O)cc1OC (stereo not given),.,0.25,0.23
CC(=O)c1ccc(S(=O)(=O)NCCCC(=O)NCCc2ccccn2)cc1,.,0.66,1.2
Cc1cccc(S(=O)(=O)c2c(C)cc(C)nc2Cl)c1,-17,.,.
O=C(Nc1ccc(N2CCOCC2)c(Cl)c1)c1ccc(Br)o1,-481,1.1,0.98
COc1ccc(-n2c(N)c(C(=O)NCc3ccco3)c3nc4ccccc4nc32)c(OC)c1,0,-1.3,-0.21
O=C(Nc1ccc(Oc2ccccc2)cc1)C1CC1,-23,.,.
O=C(CO)N/N=C/c1ccc(Cl)cc1,.,0.63,-0.24
CCOC(=O)c1nnn(-c2nonc2N)c1CN(C)Cc1ccccc1,.,-0.25,-0.02
CC(C)Cn1c(-c2ccc(Br)cc2)c[nH]c1=S,-25,.,.
CC(C)CC(=O)Nc1cccc(NC(=O)CC(C)C)n1,54,0.4,-0.58
COc1cccc(OCC(=O)Nc2cc(Cl)ccc2Oc2ccccc2)c1,-32,-0.83,-0.64
CN(CC(=O)NC1CCCCCC1)S(=O)(=O)c1ccccc1,-29,-0.14,-0.35
COCCCN1C(=O)C(=O)/C(=C(/O)c2ccc(OC(C)C)cc2)C1c1ccc(O)c(OC)c1 (stereo not given),29,-0.05,0.16

# From PubChem
